# From PubChem
# Cl transport mod = KCC2 cotransporter modulators, thallium flux, primary screen, cell-based, HEK293 KCC2, FluoZin-2 fluorescence, MLSMR | KCC2 cells, thallium flux FluoZin-2 fluorescence | B-score of Tl+ flux slope (higher = more flux/activation; lower = inhibition) at 10 µM | 190,000 compounds, 2.2% hits;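 active means thallium flux slope and its plate-corrected score both differing from the plate sample mean at a set confidence after two filtering rounds, in either direction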;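 further: slope of fluorescence scaled to starting intensity during 10 to 20 s after thallium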
# Thrombin inh = human alpha-thrombin inhibitors, primary screen, counter-screen for coagulation protease inhibitor project, biochemical, 1536-well, fluorogenic AMC substrate. Prothrombin (Homo sapiens), P00734. Boc-VPR-AMC fluorogenic substrate cleavage. inhibition, % at 5 µM. 220,000 compounds, 0.26% hits;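 active means inhibition at or above 40%; inactive means inhibition below 40%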;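 further: 0% = enzyme with no compound and 100% = wells without enzyme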
#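 signal = AMC fluorescence, 355/460 nm | material = human alpha-thrombin enzyme | control set = enzyme without compound as high, wells lacking enzyme as low | times = reaction at room temperature | read-out basis = percent inhibition scaled between no-compound controls and no-enzyme blanks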
# Hck-Nef inh = inhibitors of Nef-activated human Hck kinase, primary screen, biochemical, Z-Lyte FRET, 384-well, Hck-YEEI; Recombinant Hck-YEEI plus Nef, Z-Lyte FRET kinase assay; 220,000 compounds, 0.68% hits; inhibition, % at 20 µM;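 active means Hck-Nef kinase inhibition above about 50%, limit read from the data; inactive means inhibition below that limit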;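 further: 0% = DMSO with Hck plus Nef and 100% = Hck alone without Nef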
# Target sequence (P08631 whole entry, looked up): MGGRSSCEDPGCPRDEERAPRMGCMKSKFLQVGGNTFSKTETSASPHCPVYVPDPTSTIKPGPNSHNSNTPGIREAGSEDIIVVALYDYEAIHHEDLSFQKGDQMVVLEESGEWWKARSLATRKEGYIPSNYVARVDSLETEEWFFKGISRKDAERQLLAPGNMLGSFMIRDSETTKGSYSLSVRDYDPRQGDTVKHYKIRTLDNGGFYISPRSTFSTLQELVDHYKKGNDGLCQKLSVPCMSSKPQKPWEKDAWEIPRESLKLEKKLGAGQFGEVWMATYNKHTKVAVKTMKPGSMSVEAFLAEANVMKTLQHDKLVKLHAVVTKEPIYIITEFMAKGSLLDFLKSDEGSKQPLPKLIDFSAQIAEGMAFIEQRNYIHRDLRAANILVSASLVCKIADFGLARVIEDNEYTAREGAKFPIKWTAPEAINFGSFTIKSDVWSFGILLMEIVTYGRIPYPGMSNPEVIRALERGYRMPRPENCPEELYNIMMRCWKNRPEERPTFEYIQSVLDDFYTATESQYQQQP
# zVAD death inh = inhibitors of zVAD-triggered necroptosis, primary screen, L929 cells; L929 zVAD necroptosis rescue, ATP luminescence, 24 h; with zVAD 60 µM; viability rescue, % at 10 µM; 220,000 compounds, 0.38% hits; AID 1377, 2008;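 active means activation, scaled between plate controls, above about 75%, limit read from the data; inactive means activation under that limit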;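 further: 0% = zVAD with DMSO and 100% = DMSO alone without zVAD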
# KLK5 inh = human KLK5 protease inhibitors, primary screen, biochemical, 1536-well; Kallikrein-5 (Homo sapiens), Q9Y337; recombinant hK5, fluorogenic AMC substrate cleavage; 210,000 compounds, 0.59% hits; inhibition, % at 5 µM; AID 873, 2007;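 active means inhibition of 40% or more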;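 further: 0% = enzyme controls without compound and 100% = no-enzyme blanks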
# Target sequence (Q9Y337 67-293 limits assumed): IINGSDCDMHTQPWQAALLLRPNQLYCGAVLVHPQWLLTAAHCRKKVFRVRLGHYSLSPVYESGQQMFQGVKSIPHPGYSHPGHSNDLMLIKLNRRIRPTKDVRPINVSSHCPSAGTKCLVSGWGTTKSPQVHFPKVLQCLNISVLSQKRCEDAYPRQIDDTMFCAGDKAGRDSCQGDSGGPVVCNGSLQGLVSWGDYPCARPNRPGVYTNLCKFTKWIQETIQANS
# FXIa inh 1536 = human FXIa protease inhibitors, primary screen, biochemical, 1536-well; Coagulation factor XI (Homo sapiens), P03951; purified FXIa, Boc-Glu-Ala-Arg-AMC fluorogenic substrate; inhibition, % at 5 µM; 220,000 compounds, 0.14% hits;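 active means inhibition of at least 40%; inactive means inhibition below 40%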;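 further: fluorescence of freed AMC excited at 355 nm; 0% = enzyme without compound and 100% = no enzyme blank; many of its hits are not listed in these tables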
# TNF necrop inh = inhibitors of TNF-alpha triggered necroptosis, primary screen, cell-based, Jurkat FADD-/-, single concentration; activation (protection from cell death), % at 10 µM; AID 463075, 2010; Jurkat FADD-/- TNF necroptosis rescue, ATP luminescence, 24 h; 0 = TNF only, 100 = no-TNF cells; 220,000 compounds, 0.068% hits;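 active means activation, meaning protection from cell death, of at least 50% relative to plate controls; inactive means activation below 50%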;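 further: necroptosis triggered by 40 ng/mL TNF-alpha added together with compound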
# Rad51 HR inh = human RAD51 strand exchange inhibitors, primary screen, biochemical, fluorescence; 200,000 compounds, 0.085% hits; hRad51 DNA strand exchange, fluorescence dequenching; DNA repair protein RAD51 homolog 1 (Homo sapiens), Q06609; inhibition, % at 10 µM;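 active means inhibition above 40% at the single screening dose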;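 further: 0% = DMSO control wells and 100% = blanks with heterologous ssDNA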
# Target sequence (Q06609 whole entry, looked up): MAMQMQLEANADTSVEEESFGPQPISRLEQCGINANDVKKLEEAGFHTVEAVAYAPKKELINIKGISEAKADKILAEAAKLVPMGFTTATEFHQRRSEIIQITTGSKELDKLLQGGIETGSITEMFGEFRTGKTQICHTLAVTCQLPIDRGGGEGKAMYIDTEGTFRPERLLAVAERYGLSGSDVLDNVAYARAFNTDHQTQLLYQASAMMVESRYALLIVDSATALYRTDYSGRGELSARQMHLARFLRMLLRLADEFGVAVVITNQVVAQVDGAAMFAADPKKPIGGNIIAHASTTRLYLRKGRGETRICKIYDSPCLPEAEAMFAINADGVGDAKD
#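 Read-out basis: percent inhibition relative to plate controls and blanks / Assay system: human Rad51 nucleoprotein filaments preassembled on unlabelled ssDNA / Timing: filaments 15 min 37 °C, then compound 30 min / Control set: per-plate controls and blanks / Technique: fluorescence dequenching at 485/520 nm / Compound: 10 µM final, single point / Also added: Fluorescein- and BHQ1-tagged 47-mer duplex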
# FXIIa inh = human FXIIa protease inhibitors, primary screen, biochemical, 1536-well | Coagulation factor XII (Homo sapiens), P00748 | purified FXIIa, Boc-QGR-AMC fluorogenic substrate, 2 h | inhibition, % at 5 µM | 220,000 compounds, 0.3% hits; in the data active means inhibition above about 40%;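 further: 0% = enzyme with no compound and 100% = blank without enzyme; many of its hits are not listed in these tables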
# * hit, by the source's call; x = not tested or not shown. This is a subset; the hit share may differ from the screen's.
SMILES,Cl transport mod,Thrombin inh,Hck-Nef inh,zVAD death inh,KLK5 inh,FXIa inh 1536,TNF necrop inh,Rad51 HR inh,FXIIa inh
COc1ccc(-c2c(C#N)c(SCC(=O)c3cc4ccccc4oc3=O)nc(C)c2C(=O)Nc2ccccc2)cc1,-1,-12,7,1.4,-5,3,-3.2,2,7
Cc1ccc(N=Nc2c(O)c3ccccc3[nH]c2=O)c(S(=O)(=O)N(C)C)c1,-0.19,0,0,1.0,-6,-3,-3.5,9,3
COc1ccc2nc(SCC(=O)O)nc(C)c2c1,x,1,-2,-0.7,-51,-9,-0.4,4,-11
O=C(O)CC12CC3CC(C1)CC(n1ncc(NCc4ccco4)c(Cl)c1=O)(C3)C2,1.3,-2,3,-0.1,0,0,0.4,-7,10
Cc1ccc(NC(=O)CCn2cccc2)cc1,0.053,4,8,1.8,-9,6,5.2,5,15
CCn1c(=S)[nH]c2cc(C(=O)O)ccc21,2,-3,19,3.4,-6,-5,0.7,-15,9
Cc1cccc(C2c3[nH]c4ccccc4c3CCN2C(=O)c2noc3c2CCCC3)n1 (stereo unspecified),0.18,-3,-10,1.6,x,-2,0.5,-16,4
Cc1cccc(NC(=O)NNC(=O)c2cc(-c3ccccc3Cl)nc3ccccc23)c1,-1.7,-1,0,0.0,-17,12,-0.8,14,17
COc1ccc(C(=O)c2ccccc2Cl)cc1OC,-0.16,-2,12,-1.0,21,2,-1.7,x,9
Cc1ccnc(SCc2cc(=O)c(OC(=O)c3ccc(S(=O)(=O)N(C)C)cc3)co2)n1,0.52,0,0,-0.2,-9,1,0.0,-6,17
C/C(N)=C(/C#N)C(=O)COC(=O)c1cc(-c2cccc(Br)c2)nc2ccccc12,0.14,-4,4,0.8,-18,22,1.3,-13,22
Cc1ccc(C(C)C)c(OCC(=O)Nc2ccc3c(c2)nc(CN2CCCC2)n3C)c1,0.063,1,1,1.9,-35,6,-0.6,6,11
Cc1ccc(NC(=O)CN2C(=O)S/C(=C\c3cccn3-c3cccc(C(=O)O)c3)C2=O)c(C)c1,-2,7,78*,-0.3,-10,9,-0.7,9,12
O=C(Nc1ccccc1)C1CC(=O)N(c2ccc3c4c(cccc24)CC3)C1 (stereo unspecified),x,-5,0,0.4,-16,-1,-0.6,10,16
Cc1onc(C(=O)Nc2sc3c(c2C#N)CCCC3)c1[N+](=O)[O-],0.09,-2,13,0.5,-6,-2,0.0,18,0

# Single records, as listed above.
# Entry for Cc1cccc(NC(=O)NNC(=O)c2cc(-c3ccccc3Cl)nc3ccccc23)c1 → Cl transport mod: -1.7; Thrombin inh: -1; Hck-Nef inh: 0; zVAD death inh: 0.0; KLK5 inh: -17; FXIa inh 1536: 12; TNF necrop inh: -0.8; Rad51 HR inh: 14; FXIIa inh: 17
# Entry for C/C(N)=C(/C#N)C(=O)COC(=O)c1cc(-c2cccc(Br)c2)nc2ccccc12 → Cl transport mod: 0.14; Thrombin inh: -4; Hck-Nef inh: 4; zVAD death inh: 0.8; KLK5 inh: -18; FXIa inh 1536: 22; TNF necrop inh: 1.3; Rad51 HR inh: -13; FXIIa inh: 22
# Entry for COc1ccc(-c2c(C#N)c(SCC(=O)c3cc4ccccc4oc3=O)nc(C)c2C(=O)Nc2ccccc2)cc1 → Cl transport mod: -1; Thrombin inh: -12; Hck-Nef inh: 7; zVAD death inh: 1.4; KLK5 inh: -5; FXIa inh 1536: 3; TNF necrop inh: -3.2; Rad51 HR inh: 2; FXIIa inh: 7

# Additional results:
SMILES,Cl transport mod,Thrombin inh,Hck-Nef inh,zVAD death inh,KLK5 inh,FXIa inh 1536,TNF necrop inh,Rad51 HR inh,FXIIa inh
CC1(C)CC(=O)C2=C(C1)NC(Nc1nc3ccccc3o1)=NC21CCCC1,0.14,0,0,0.3,9,-2,0.5,20,11
CCN(CC)c1ccc(/C=N/N2C(=O)c3ccccc3C2=O)cc1,0.94,-10,-4,1.1,-11,-8,1.9,1,4
COC(=O)Cn1c(C)nc2ccccc21,x,-1,0,-1.1,1,-8,-0.2,-1,1
Cc1sc2nc3n(c(=O)c2c1C)CCCCC3,0.39,-2,19,0.1,-2,7,2.2,-8,13
O=C(Nc1c(F)c(F)c(F)c(F)c1F)NC1CCCCC1,0.27,3,6,0.2,-4,5,-0.7,-8,18
COc1ccc(-c2noc(CCC(=O)Nc3ccc(C)c(C)c3)n2)cc1,-1.3,0,1,0.1,-2,3,0.2,-5,16
O=C(CCNc1ccc(F)cc1)c1ccco1,-1.2,3,-8,-0.5,-4,0,-9.3,-3,6
COc1ccc(OCC(=O)N(C)Cc2ccccc2)cc1,0.43,-2,-2,0.7,1,-2,0.8,-3,-8
Cc1oc(C)c(C(N)=O)c1C(N)=O,0.48,-3,3,0.0,36,5,0.8,-2,11
CN1CCN(c2ccccc2NC(=O)c2ccc([N+](=O)[O-])cc2Cl)CC1,-0.73,-9,5,0.2,-3,-6,2.0,-1,4
O=C(NNc1ccccc1[N+](=O)[O-])Nc1cccc(Cl)c1,0.52,-1,5,0.2,1,0,6.6,-2,5
CCOc1nc(NCCc2ccc(OC)c(OC)c2)nc(NC(C)(C)CO)n1,-0.27,-3,2,0.8,-4,-7,-4.5,-3,4
COCCN(Cc1ccccc1)P(=O)(O)c1ccccc1OCC(=O)O,1.2,2,0,-0.2,5,-7,-2.9,-5,-9
O=C(CSc1n[nH]c(-c2ccccc2F)n1)NCC(=O)Nc1ccc(F)c(F)c1F,0.49,-4,-6,2.1,-4,-2,1.3,1,3
CC(NC(=O)Nc1ccccc1)C(c1cccs1)N1CCN(c2ccccc2)CC1 (stereo unspecified),0.95,-1,16,1.5,-3,-1,3.5,5,4
Cc1cccc(CNC(=O)c2ccccc2N)c1,0.62,1,1,0.1,-19,-2,-0.7,1,16
CCOC(=O)CSc1nc2c(sc(=S)n2-c2ccccc2)c(=O)[nH]1,-3.7,2,-5,x,-6,10,-0.9,x,15
CC(=O)c1sc(Nc2nc3ccc(F)cc3s2)nc1C,0.86,3,37,0.0,-95,-7,-5.6,-9,-13
O=S(=O)(c1ccc(S(=O)(=O)N2CCCC2)cc1)N1CCCCCC1,-0.47,-7,-1,4.6,-14,19,2.0,-5,44*
O=c1c(Cl)c(Cl)cnn1Cc1ccccc1Cl,-2.4,3,9,31,-6,9,-29,x,13
Cc1ccc(C(c2sc3ncnn3c2O)N2CCC(C)CC2)cc1 (stereo unspecified),0.053,-4,0,3.4,-3,4,1.5,4,12
COC(=O)c1ccccc1OC(=O)c1cccnc1,1.5,-3,-19,-0.6,9,-5,-2.2,x,-5
COc1ccc(NC(=O)Nc2cc(C)cc(C)c2)cn1,0.53,-4,16,4.6,1,-1,4.4,-40,2
O=S1(=O)N=C(N/N=C/c2ccc(Br)o2)c2ccccc21,-0.36,10,19,0.9,7,4,0.3,16,18
c1ccc(Nc2ccc3c4c(cccc24)CC3)cc1,0.46,-3,0,0.1,-10,1,-2.2,-5,-3
O=C(O)c1ccc2nnn(O)c2c1,0.25,-4,0,0.4,0,1,1.1,7,8
CCC(=O)Nc1ccc(-c2nnc(SCc3ccc(C(=O)Nc4nccs4)cc3)n2CC)cc1,0.049,-3,0,0.3,-11,-6,8.8,2,11
CCC(C)c1ccc(S(=O)(=O)N2CC(=O)Nc3ccccc32)cc1 (stereo unspecified),0.33,-3,3,1.3,0,17,2.7,3,23
Cc1ccc(NC(=S)NCCc2ccccc2)c(C)c1,-1.7,-6,-1,-1.0,-14,-1,-7.6,-4,-3
O=c1c2c(nc3cc(-c4ccc(Cl)cc4)[nH]n13)CCS2,0.3,-9,2,4.7,-8,-6,-2.7,-8,3
COc1ccc(NC(=O)CSc2nnc(CNc3ccc(C)cc3)n2C)cc1,0.17,-2,25,0.3,-2,-3,-0.9,x,4
Cc1ccc(C(=O)CSc2nnc(CNc3nc(-c4ccccc4)cs3)n2C)cc1,-1.4,33,3,0.4,7,5,-11,-4,14
O=C(O)/C(=C1/OC(=O)c2ccccc21)c1ccccc1,-0.79,-9,1,0.0,-2,-8,0.1,-4,3
Nc1ccc(OCc2ccco2)cc1,0.53,0,1,0.4,-15,-9,-0.4,9,4
CCCOc1ccc(N2C(=O)CC(N(CCc3ccc(OC)cc3)C(=O)c3cccc(F)c3)C2=O)cc1 (stereo unspecified),x,1,1,0.0,7,1,-4.9,11,13
COC(=O)c1ccc(NC(=O)CN2C(=O)C3C4C=CC(C4)C3C2=O)cc1 (stereo unspecified),-1.6,9,0,0.4,-6,21,3.2,-5,27
O=C(CCNS(=O)(=O)c1c(Cl)cccc1Cl)OCC(=O)c1ccccc1F,-1.5,-5,4,-0.3,-8,-4,0.9,3,3
CN(C[C@H](Cc1ccccc1)N(C[C@H](Cc1cccc2ccccc12)N(CCc1ccccc1)N=O)N=O)N=O,-0.013,2,22,0.1,1,2,1.5,2,7
CCc1ccc(N2C(=O)CN(Cc3cc(OC)c(OC)c(OC)c3)C2=S)cc1,0.079,1,1,0.8,-7,-1,2.0,-6,3
O=C(NCc1ccco1)c1nnc(Cc2ccc(F)cc2)o1,0.33,5,3,0.7,3,6,11,3,17
CC(=O)Nc1cccc(NC(=O)CSc2ncc(-c3ccccc3)[nH]2)c1,-0.33,-1,10,47,1,0,1.2,3,10
O=C(N=Nc1c(O)n(C2OC(=O)c3ccccc32)c2ccccc12)c1ccc(O)cc1 (stereo unspecified),-0.03,2,3,-0.2,-11,1,-3.7,x,16
CCCCOCP(=O)(CC)COCCCC,0.084,2,8,-0.9,8,3,0.3,1,22
Cn1c(=O)c2c(-c3ccccc3F)c3c(nc2n(C)c1=O)-c1ccccc1C3O (stereo unspecified),-2.1,6,30,0.8,-1,8,-5.0,5,18
C/C(=N\Nc1cc(N2CCOCC2)ncn1)c1cccc([N+](=O)[O-])c1,x,-3,26,2.4,3,0,7.0,0,8
O=C1NCN(c2ccccc2)C12CCN(CCCC(c1ccc(F)cc1)c1ccc(F)cc1)CC2,-0.11,-17,20,0.1,0,-4,1.0,21,0
CCC(=O)N(Cc1cc2cc(OC)ccc2[nH]c1=O)c1cc(C)ccc1C,0.0095,-6,-3,0.1,6,-3,-1.8,-6,7
COC(=O)c1ccc2nccnc2c1,-0.14,-6,15,-0.1,-3,-5,2.6,-7,7
C/C(=N\OCC(=O)NCC(F)(F)F)c1cc2ccccc2o1,0.041,-9,10,0.0,-17,3,0.9,10,6
CC(=O)c1c(C(C)=O)c(C)n(C(c2ccccc2)c2ccccc2)c1C,0.22,-3,20,-0.8,0,-3,0.1,-7,3
CN1C(=S)SC(/[N+]([O-])=C/c2ccc(Cl)cc2)C1(C)C (stereo unspecified),-1,32,5,-0.1,5,1,4.8,2,17
